# N370S GC: inhibits or activates N370S mutant glucocerebrosidase | P04062 | N370S GC spleen homogenate, 4MU-glucoside fluorescence | Potency, µM (top dose mostly 59.4 µM), inactives show at the highest dose activity change, negative = inhibition, usual class: inhibitors | 0.092% of 330,000 active;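 also: 0% = full enzyme activity and -100% = no enzyme basal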
# TDP1 block: inhibitors of human tyrosyl-DNA phosphodiesterase TDP1 | Q9NUW8 | recombinant TDP1, AlphaScreen DNA substrate cleavage | Potency, µM (highest dose often 130 µM), for inactives: at the highest dose activity change, negative = inhibition, hits mostly inhibitors | 0.28% of 350,000 active | AID 485290; also: nearly all actives have a fitted effect of over 40% in size
# Target sequence (Q9NUW8 whole entry, looked up): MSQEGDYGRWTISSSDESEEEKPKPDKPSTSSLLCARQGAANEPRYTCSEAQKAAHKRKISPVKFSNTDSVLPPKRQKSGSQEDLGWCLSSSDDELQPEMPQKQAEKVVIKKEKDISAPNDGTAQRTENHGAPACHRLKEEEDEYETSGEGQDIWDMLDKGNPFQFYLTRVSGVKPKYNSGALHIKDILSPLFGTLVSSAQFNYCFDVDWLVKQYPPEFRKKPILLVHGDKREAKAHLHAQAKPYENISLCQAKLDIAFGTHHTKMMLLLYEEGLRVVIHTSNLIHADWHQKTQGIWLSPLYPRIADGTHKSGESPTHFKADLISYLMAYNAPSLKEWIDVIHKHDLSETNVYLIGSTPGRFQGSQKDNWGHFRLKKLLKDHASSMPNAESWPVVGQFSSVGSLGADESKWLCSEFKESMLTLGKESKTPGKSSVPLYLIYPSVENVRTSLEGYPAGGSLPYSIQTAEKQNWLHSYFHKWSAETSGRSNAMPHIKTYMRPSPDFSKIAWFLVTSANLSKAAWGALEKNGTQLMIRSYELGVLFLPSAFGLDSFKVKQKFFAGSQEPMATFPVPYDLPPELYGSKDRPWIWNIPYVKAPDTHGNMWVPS
#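 Signal: AlphaScreen proximity between streptavidin donor and anti-FITC acceptor beads on intact substrate. Reaction: Tdp1 1 nM, substrate 15 nM final, 5 min RT after 15 min compound preincubation.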
# DT40 TDP1 no CPT: qHTS for Inhibitors of human tyrosyl-DNA phosphodiesterase 1 (TDP1): qHTS in cells in absence of CPT | DT40 Tdp1-/- hTDP1 cells, no CPT, ATP luminescence, 48 h | 15% of 420,000 active | Potency, µM (top dose mostly 46.2 µM), for the others: at the top dose activity change, negative = growth inhibition, hits mostly inhibitors | AID 686978, 2013; also: nearly all actives have a fitted effect of over 55% in size
#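 Camptothecin absent (DMSO only). Human TDP1-complemented DT40 knockout cells, 400 cells/well, 37 °C for minimum 48 hr; ATP measured via CellTiter-Glo, 30 min dark incubation, luminescence.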
# * hit, by the source's call; ? = inconclusive; · = no result given; & = joins results of further samples; ! = a repeat was not active; [ ] = another dose, or the depositor's remark. Calls follow the shape of the dose curve; as a rule, active = well fitted curve in the direction sought with a large enough effect; inconclusive = small, poorly fitted or top-dose-only effect, or another doubt; inactive = no such curve, though single readings can be large; an effect the other way counts as inactive or inconclusive. Unless noted, % is scaled to controls: 0 for no effect and ±100 for the full control effect; potency is read from the fitted curve at half-maximal effect. The list is partial, so the mix of outcomes need not match the whole.
# Order of values – N370S GC | TDP1 block | DT40 TDP1 no CPT
COc1ccc(OC)c(-c2nn(-c3ccccc3)cc2C(=O)N2CCc3ccccc3C2)c1
    · | 2% | ?
O=C(CN1C(=O)c2cccc3cccc(c23)C1=O)N1CCCCC1
    -7% | 4% | -23%
CCn1c(-c2ccccc2)csc1=Nc1ccc(O)cc1
    -16% | 10% | ?
Cc1ccc(-n2ncc3c2CCCC3NC(=O)CSc2ccccn2)cc1C (configuration not stated)
    1% | 2% | ?
COC(=O)c1ccc2c(=O)n(NC(C)=O)c(=S)[nH]c2c1
    -1% | 0% | -15%
C=CCn1cnc2scc(-c3ccc(C)c(C)c3)c2c1=O
    -13% | 6% | ?
c1ccc(-c2cn(-c3ccccc3)c3ncnc(N4CCCCC4)c23)cc1
    25% | -8% | 18µM*
CCOC(=O)C1CCN(C(c2ccc(F)cc2)c2sc3nc(-c4ccco4)nn3c2O)CC1 (configuration not stated)
    · | 0% | -16%
Cc1cc(C)nc(SCc2nc(N)nc(-c3ccccc3O)n2)n1
    -2% | ? | ?
O=C1C2CCc3ccccc3C2N1c1ccccc1 (configuration not stated)
    · | -3% | ?
Cn1cccc1/C=N/NC(=O)c1cccnc1
    5% | 2% | -6%
Cc1ccc(C(=O)Nc2c(C)nc3ccccn3c2=O)cc1
    · | 0% | 1%
N#Cc1c(N2CCN(C(=O)c3ccccc3Cl)CC2)nc(-c2ccccc2)c2c1CCCC2
    -2% | -4% | -17%
OC(c1ccc(OCc2ccccc2)cc1)c1nnc(-c2ccccc2)o1 (configuration not stated)
    -7% | 0% | 16µM*
O=C(O)CSc1c(-c2ccccc2)c2cc(Cl)ccc2[nH]c1=O
    23% | -2% | -4%
Nc1cccc2c1C(=O)N(CC(=O)NC13CC4CC(CC(C4)C1)C3)C2=O
    8% | -4% | -2%
CC(=O)/C(N=Nc1ccc(-n2ccc(C(F)(F)F)n2)cc1)=C(\C)O
    -13% | ? | -21%
CCc1nnc(NC(=O)CSc2nc3ccc(OC)cc3[nH]2)s1
    -4% | 5% | -7%
CCCCCCCCCCCCCCCCN
    · | 0% | -11%
Cc1noc(-c2ccc(-c3noc(-c4cccc(Cl)c4)n3)cc2)n1
    · | -2% | -4%
O=S(=O)(Nc1cccc2cccnc12)c1ccc2ccccc2c1
    4% | -3%&17% | ·
CC(=O)c1cccc(NC(=S)NC(=O)c2ccc(Br)cc2)c1
    -5% | -1% | -13%
COc1ccccc1CN1CC(C(=O)NCc2ccc(C)c(F)c2)CCC1=O (configuration not stated)
    -14% | 4% | 4%
O=C(CCNC(=O)C1CCN(S(=O)(=O)c2ccc(F)cc2)CC1)NCc1ccncc1
    -12% | -1% | 26%
COc1ccc(OC)c(S(=O)(=O)N2CCC3(CC2)OCCN3S(=O)(=O)c2cccs2)c1
    0% | 9% | ?
COC(=O)[C@]1(C)N[C@H](CN(C)S(=O)(=O)c2ccccc2)[C@@H]2C(=O)N(Cc3ccccc3)C(=O)[C@@H]21
    · | 0% | 8%
CCCc1nn2c(=O)cc(COc3ccc(/C=C(\C#N)C(=O)Nc4ccccc4)cc3)nc2s1
    · | 6% | -17%
O=C(Nc1cccc([N+](=O)[O-])c1)C12CC3CC(C1)CC(n1cnc([N+](=O)[O-])n1)(C3)C2
    11% | 3% | ?
Cc1nc2ccc(NC(=O)COc3cccc(F)c3)cc2s1
    0% | 0% | ?
Cc1ccc(-c2c(C(=O)O)c(C(=O)O)c3n2CSC3)cc1
    -9% | · | 8%
COc1ccccc1CNC(=O)C(=O)NCC(c1ccco1)N1CCOCC1 (configuration not stated)
    -4% | 2% | 15%
c1csc(C2C3=C(Nc4ncnn42)c2ccccc2OC3)c1 (configuration not stated)
    0% | 4% | -24%
O=C(CCNS(=O)(=O)c1ccccc1F)N1CCN(Cc2ccccc2)CC1
    -12% | 3% | -2%
Oc1ccccc1N1CCN(C(c2ccccc2)c2ccccc2)CC1
    1% | 14% | ?
CCN(CC)c1cc(C)c2cc(NC(=O)/C=C/c3ccccc3OC(C)C)ccc2n1
    · | 0% | 23µM*
O=c1cc(-c2ccc(O)cc2)oc2c(C3O[C@H](CO)[C@@H](O)[C@H](O)[C@H]3O)c(O)cc(O)c12 (some centres not stated)
    -13% | · | -28%
COc1ccc(-n2nc3ccc(NC(=O)c4cc5ccccc5o4)cc3n2)cc1Cl
    · | -2%[12.3 µM] | ?
COc1cccc(Cn2c(=O)n(-c3ccccc3C)c(=O)c3c2c2cc(C)ccc2n3C)c1
    · | 0% | 13µM*
Cc1cc(C)nc(-n2nc(C)cc2NC(=O)c2cc(=O)c3ccccc3o2)n1
    1% | 7% | ·
CCN(CC)C(=O)c1sc2c(c1C)c(=O)n(-c1ccc(OC)cc1OC)c(=O)n2CC(=O)c1ccccc1
    10% | 0% | -8%

# Next part; the last 2 above are carried over.
# Order of values – N370S GC | TDP1 block | DT40 TDP1 no CPT
Cc1cc(C)nc(-n2nc(C)cc2NC(=O)c2cc(=O)c3ccccc3o2)n1
    1% | 7% | ·
CCN(CC)C(=O)c1sc2c(c1C)c(=O)n(-c1ccc(OC)cc1OC)c(=O)n2CC(=O)c1ccccc1
    10% | 0% | -8%
CCC(=O)Nc1nc(-c2cc([N+](=O)[O-])cs2)cs1
    -6% | -3% | ?
CC1(C)C2CC=C(/C=N/NC(=O)c3ccc(Cl)cc3)C1C2 (configuration not stated)
    -12% | 0% | ?
CCN(CC)C(=O)[C@H]1C[C@H](CC(=O)NCc2cccc(C(F)(F)F)c2)C(=O)N2CCc3c([nH]c4cc(CCC(=O)N(C)C)ccc34)[C@]12C
    · | 1%[56.1 µM] | ?
C=CCOC(=O)/C=C/C(=O)NC(N)=O
    0% | · | 16µM*
Cc1cccc(NS(=O)(=O)c2c(C)nc3sccn3c2=O)c1C
    · | -3% | -23%
C[n+]1ccccc1COc1ccc(C(C)(C)C)cc1
    2% | 4% | 2.3µM*
O=[N+]([O-])c1ccc2[nH]c(O)c(N=NC3CS(=O)(=O)CC3O)c2c1 (configuration not stated)
    -7% | 7% | -17%
O=S1(=O)CCC(SCc2nc3sccn3c2Br)C1 (configuration not stated)
    -2% | 2% | -7%
CCOC(=O)c1ccccc1NC(=O)c1sc2nc3n(c(=O)c2c1C)CCCC3
    · | 10% | -5%
COc1cccc(C(=O)Nc2cccc(NC(=O)c3ccccc3Cl)c2)c1
    -3% | · | ?
CCOC(=O)NC(NC(=S)Nc1ccccc1OC)C(Cl)(Cl)Cl (configuration not stated)
    2% | -2% | -23%
CCOc1ccc(-n2c(O)c(/C=N/NC(=O)C3COc4ccccc4O3)c3ccccc3c2=O)cc1 (configuration not stated)
    -14% | 11% | ?
Cc1cccc(C(=O)NCC(=O)NC(C)c2ccc(-n3ccnc3)cc2)c1 (configuration not stated)
    -1% | -9%[0.505 µM] | -29%
COc1ccc(NC(=O)CSc2nnc(Cc3cccn3C)n2-c2ccc(OC)cc2)cc1
    1% | 11% | -4%
COC(=O)C(NC(=O)CCC(=O)NC(C(=O)OC)c1ccccc1)c1ccccc1 (configuration not stated)
    1% | · | -8%
C=CCNC(=O)c1onc(CSc2ccc(Cl)cc2)c1C(=O)O
    · | 3% | -3%
O=C(Nc1ccccc1C(F)(F)F)c1ccc2oc(=O)c(S(=O)(=O)c3ccc(F)cc3)cc2c1
    · | -1% | -23%
CC(C)Cn1cc(C(=O)NC2CCN(Cc3ccccc3)CC2)c2c3ccccc3n(C)c2c1=O
    0% | 0% | ·
O=C(COc1ccccc1[N+](=O)[O-])Nc1cc(Cl)ccc1C(=O)O
    -14% | 5% | -18%
CCCCOc1ccc(C(=O)NCC(=O)NCCCn2nc(C)cc2C)cc1
    · | 1% | -1%
O=S(=O)(Nc1ncccn1)c1ccc(F)cc1
    0% | 6% | 0%
CCN(CC)S(=O)(=O)c1ccc(C(=O)Oc2cc(C)[nH]c(=O)c2[N+](=O)[O-])cc1
    0% | -3% | 7%
CC1CCN(S(=O)(=O)c2ccc(Cl)cc2)CC1
    5%[2.35 µM] | 1% | -19%
COc1ccc([C@H]2Cc3cc(O)cc(O)c3C(=O)O2)cc1O
    · | 1% | -22%
CC(=O)N1CCC(O)(c2ccc3c(c2)OCO3)CC1
    -15% | 2% | 0%
COc1ccc(-c2nc(SCC(=O)NC3CCCC3)c(-c3ccc(F)cc3)[nH]2)cc1OC
    · | 8% | ?
COc1cccc(-c2nnc3n2N=C(c2cc(OC)ccc2OC)CS3)c1
    -10%&0% | 4%&13% | 15µM*
CCCn1c(N)c(C(=O)CSc2nnc(C3CC3)n2Cc2ccccc2)c(=O)n(C)c1=O
    · | 0% | -14%
O=C(c1ccc2c(c1)N(Cc1ccccc1)C(=O)c1ccccc1S2(=O)=O)N1CCCCCC1
    · | 3% | ?
COc1ccc(CCC(=O)NCCc2ccc(Cl)cc2)cc1
    -8% | 9%[0.0935 µM] | -11%
CC(=O)OCC(=O)[C@@]1(O)CCC2C3CCC4=CC(=O)CC[C@@]4(C)[C@]3(F)C(O)C[C@]21C (some centres not stated)
    -2% | 7%[56.1 µM] | -2%
OCCn1c(SCCOc2ccccc2F)nc2ccccc21
    -1% | 8% | ?
COc1ccc(CNc2oc(-c3ccc(COc4ccc(Cl)cc4)o3)nc2C#N)cc1
    · | 5% | ?
CCc1ccc(S(=O)(=O)N2c3ccc(C)cc3C3CN(C)CCC32)cc1 (configuration not stated)
    · | 1% | ?
COCCNC(=O)C1CCN(S(=O)(=O)N2CCC3(CC2)OCCO3)CC1
    4% | 2% | -5%
O=C(Cn1cnc2cc([N+](=O)[O-])ccc2c1=O)NCCc1ccc(Cl)cc1
    -2% | 0% | ?
O=C(Nc1cccc(S(=O)(=O)N2CCCC2)c1)c1cccc(OC(F)F)c1
    -1% | 1% | ?
CNS(=O)(=O)c1cc(C(=O)NCc2ccco2)ccc1Cl
    1% | -11% | -18%
COc1ccc(CC(=O)NC(C)c2ccc(S(N)(=O)=O)cc2)cc1S(=O)(=O)N1CCOCC1 (configuration not stated)
    -7% | 3% | -1%
Cn1c(-[n+]2c(-c3ccccc3)cc(-c3ccccc3)cc2-c2ccccc2)nc2c([N+](=O)[O-])cccc21
    14% | 11% | 18µM*
CCN(CC)CC(=O)N1CCCC(N2CCN(c3cccc(C(F)(F)F)c3)CC2)C1 (configuration not stated)
    -6% | · | ?
CCOC(=O)c1cccnc1NC(=O)c1ccncc1
    8% | 0% | 8%
Cc1cc(C)c(NC(=O)CSc2ccc(-c3cccnc3)nn2)c(C)c1
    -5% | 5% | -27%
CCC(=O)c1cc(F)ccc1OCC(=O)Nc1ccc2c(c1)OCCO2
    · | 0% | ?
COc1ccc(CNC(=O)CCSCc2ccccc2Cl)c(OC)c1
    -1% | -1% | ?
CCOCCn1c(CN2CCN(c3ccc(F)cc3)CC2)nc2c1c(=O)n(C)c(=O)n2C
    -1% | 4% | 18µM*
CCCc1cc(=O)n2[nH]c(-c3ccc(C)cc3)cc2n1
    9% | 0% | ?
Cc1cccn2c(=O)c(C(=O)NC(C)c3ccccc3)c(O)nc12 (configuration not stated)
    · | 5% | ?
Cc1ccc2nc(COc3ccccc3NC(=O)COc3ccccc3Cl)cc(=O)n2c1
    · | 3% | -15%
O=C(COc1ccccc1)NC(=S)Nc1cccc(NC(=O)c2ccccc2Cl)c1
    1% | 5% | -16%
CCN(CC(=O)NCc1ccc(F)cc1)Cc1nc2ccccc2c(=O)[nH]1
    10% | 3% | -18%
O=C1CNC(=O)/C1=C\c1ccc(O)cc1
    6% | -1% | -19%
CCOC(=O)N1CCN(C(=O)C2CCN(S(=O)(=O)c3ccc(NC(C)=O)cc3)CC2)CC1
    -11% | 4% | 1%
COc1ccccc1NC(=O)NCCN1CCN(c2cccc(Cl)c2)CC1
    -17% | -8% | 23µM*!
CCn1c(=O)cc(SCC(=O)Nc2ccc(C)c(F)c2)c2ccccc21
    · | 2% | ?
CCOc1ccc(NC(=O)CN(C)C(=O)CN2C(=O)c3ccc([N+](=O)[O-])cc3C2=O)cc1OCC
    0% | -9%[0.505 µM] | 7%
COc1ccc(-n2c(SCC(=O)/C(C#N)=C(\C)N)nc3ccccc3c2=O)cc1OC
    11% | -3% | -2%
CCOC(=O)C(=O)C1=C(N2CCOCC2)/C(=C\c2cccc([N+](=O)[O-])c2)CC1
    -12% | 0% | -14%
COc1ccc2occ(NC(C)=O)c2c1
    -5% | 3% | ?

# Reprinted from the entries so far (three entries):
# Order of values – N370S GC | TDP1 block | DT40 TDP1 no CPT
CCN(CC)CC(=O)N1CCCC(N2CCN(c3cccc(C(F)(F)F)c3)CC2)C1 (configuration not stated)
    -6% | · | ?
CCOC(=O)c1cccnc1NC(=O)c1ccncc1
    8% | 0% | 8%
Cc1cc(C)c(NC(=O)CSc2ccc(-c3cccnc3)nn2)c(C)c1
    -5% | 5% | -27%
